Coupling enz: coupling enzyme interference in Giardia aldolase counter-screen | coupling enzyme system counterscreen, AmpLite Red fluorescence | AID 2472 | activity change, negative = inhibition, % at 58.2 µM, hits read low | hit rate 0.67% among 290,000; in the data active = activity change below about -30%; note: % is set by controls: 0 for no effect and ±100 for the full control effect
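Activity here indicates interference with the coupling reaction, not aldolase inhibition. Compounds at 57.5 uM final met coupling enzymes for 10 min at RT; substrate and AmpLite Red detection followed, with a 525/598 nm fluorescence read after 20 min.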
KCNH2 3.1 block: blocks the human KCNH2 3.1 channel isoform | hit rate 0.95% among 340,000 | activity change, % (tested at about 1.8 µM) | U2OS KCNH2 3.1, thallium flux FluxOr; hits give low values;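 active = maximum activity change below -70%; inconclusive = maximum activity change from -70% to -50%; inactive = maximum activity change above -50%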;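 note: thallium influx rate constant from kinetic fluorescence after stimulation buffer; % is set by controls: 0 for no effect and ±100 for the full control effect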
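FluxOr-based Tl+ influx in U2OS cells transduced with KCNH2 3.1 virus; rate constants normalized to DMSO controls.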
Gal4-VP16 FLuc: counter-screen for ROR gamma inhibitors: Gal4-VP16 reporter | Drosophila S2 Gal4-VP16 UAS-luciferase, luminescence, 20 h | Potency, µM (titrated, usually from 53.6 µM), inactives show at the highest dose activity, negative = inhibition, usual class: inhibitors | hit rate 3.5% among 310,000 | AID 2546;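 note: Gal4-VP16 expression switched on by copper sulfate through the metallothionein promoter; potency is the fitted concentration of half-maximal effect; % is set by controls: 0 for no effect and ±100 for the full control effect; nearly all actives have a fitted effect of over 50% in size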
NPC1 prom act: activates the NPC1 promoter; AID 485313; hit rate 2.4% among 320,000; Huh7 NPC1 promoter luciferase reporter, 24 h; Potency, µM (titrated, usually from 9.22 µM), for the others: at the highest dose activation, usual class: activators;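 note: potency is the fitted concentration of half-maximal effect; % of control where 0% means no effect; nearly all actives have a fitted effect of over 60% in size; reporter is driven by a mutant NPC1 promoter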
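Huh7 cells stably carrying NPC1 promoter–luciferase, plated in Opti-MEM with 10% FBS for 2 h, were exposed to compound in DMSO for 24 h at 37 °C; luciferase reagent was added for 10 min and luminescence read.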
Rab9 prom act: activates the Rab9 promoter. Huh7 Rab9 promoter-luciferase reporter, luminescence, 24 h. Potency, µM (titrated, usually from 9.22 µM), inactives show at the top dose activation, negative = inhibition, most hits filed as activators. hit rate 2.8% among 320,000. AID 485297; note: potency is the fitted concentration of half-maximal effect; % of control where 0% means no effect; nearly all actives have a fitted effect of over 60% in size
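Promoter activation is measured as luciferase luminescence in Huh7 cells stably transfected with a Rab9 promoter–luciferase construct, following 24 h compound exposure at 37 °C and 10 min reagent incubation at ambient temperature.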
Giardia kill: kills Giardia lamblia. Giardia lamblia trophozoite viability. activity change, % at 7.66 µM, hits read low. hit rate 0.15% among 340,000. AID 540267; in the data active = activity change below about -80%; inconclusive = between about -30% and that limit;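 note: parasites exposed to compound for two days anaerobically before the ATP read; % is set by controls: 0 for no effect and ±100 for the full control effect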
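ATP-content bioluminescence gauges trophozoite survival. Cells (100/well) receive compound and incubate anaerobically for 48 hrs at 37 deg C; detection reagent follows for 15-30 min at room temperature.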
uPA generation: inhibitors of cell surface uPA generation | cell surface uPA generation assay, qHTS | Potency, µM (top dose mostly 38.3 µM), for the others: top-dose activity change, negative = inhibition, most hits filed as inhibitors | hit rate 0.31% among 330,000; active = well fitted inhibition curve with a large enough effect; inconclusive = small, poorly fitted or top-dose-only effect; inactive = no such curve, though single readings can be large or run the other way; tested in mouse RAW 264.7 cells; note: potency is the fitted concentration of half-maximal effect; % is set by controls: 0 for no effect and ±100 for the full control effect; nearly all actives have a fitted effect of over 55% in size
RORg inh: blocks mouse ROR gamma transcriptional activity. P51450. Drosophila S2 Gal4-RORgamma UAS-luciferase reporter, 20 h. Potency, µM (series often up to 53.6 µM), without a hit: at the highest dose activity change, negative = inhibition, most hits filed as inhibitors. hit rate 5.4% among 310,000; note: potency is the fitted concentration of half-maximal effect; % is set by controls: 0 for no effect and ±100 for the full control effect; nearly all actives have a fitted effect of over 60% in size
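Compounds are pin-transferred onto Drosophila Schneider cells expressing a copper-inducible Gal4–ROR gamma transactivation domain fusion. After 1 hr, copper sulfate is added to 700 uM final; luciferase is read 20 hr later.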
Tb PFK block: blocks T. brucei phosphofructokinase; O15648; T. brucei PFK, ADP-Glo luminescence; Potency, µM (doses to about 57.5 µM), for inactives: top-dose activity, negative = inhibition, usual class: inhibitors; hit rate 0.17% among 330,000;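 note: potency is the fitted concentration of half-maximal effect; 0% = uninhibited 1x PFK enzyme wells and -100% = no-enzyme wells; nearly all actives have a fitted effect of over 60% in size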
Target sequence (O15648 whole entry, looked up): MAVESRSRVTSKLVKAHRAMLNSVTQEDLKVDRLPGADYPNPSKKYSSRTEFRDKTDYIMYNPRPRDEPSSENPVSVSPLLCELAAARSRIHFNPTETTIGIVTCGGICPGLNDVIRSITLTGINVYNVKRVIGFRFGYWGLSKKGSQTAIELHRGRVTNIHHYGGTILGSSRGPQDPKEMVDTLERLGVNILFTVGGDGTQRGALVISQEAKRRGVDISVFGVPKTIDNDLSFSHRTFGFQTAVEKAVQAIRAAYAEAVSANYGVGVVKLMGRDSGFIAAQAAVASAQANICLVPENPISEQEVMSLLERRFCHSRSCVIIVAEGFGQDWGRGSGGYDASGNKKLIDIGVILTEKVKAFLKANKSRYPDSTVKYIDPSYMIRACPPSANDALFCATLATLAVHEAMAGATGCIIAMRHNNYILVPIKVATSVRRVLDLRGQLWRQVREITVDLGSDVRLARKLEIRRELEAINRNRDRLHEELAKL
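Compounds were pin-transferred as a titration series up to 57 uM into substrate buffer (0.5 mM F6P, 0.1 mM ATP, pH 8.0), then 1.25 nM PFK was added and reactions ran 45 min before ADP-Glo detection.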
ELG1 genotox: genotoxicity induction in ELG1-luciferase HEK293T cells; Potency, µM (top dose mostly 46 µM), for the others: at the top dose activity change, positive = activation, actives largely listed as activators; hit rate 1.3% among 330,000; AID 504466; HEK293T ELG1-luciferase reporter, luminescence, 16 h; note: potency is the fitted concentration of half-maximal effect; % of control where 0% means no effect; nearly all actives have a fitted effect of over 60% in size
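After overnight (16 hr) compound treatment at 37 °C, ELG1-luciferase HEK293T cells were lysed with ONE-Glo; luminescence quantified 30 min later at room temperature.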
FLuc counter: counter-screen for miR-21 project: firefly luciferase inhibitors or activators. purified FLuc, Km substrates, luminescence inhibition. Potency, µM (top dose mostly 57.5 µM), for the others: at the top dose activity change, negative = inhibition, actives largely listed as inhibitors. hit rate 6.9% among 360,000. AID 588342;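 note: potency is the fitted concentration of half-maximal effect; plate controls were vehicle for no effect and reference inhibitor for full effect; nearly all actives have a fitted effect of over 55% in size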
Target sequence (P08659 whole entry, looked up): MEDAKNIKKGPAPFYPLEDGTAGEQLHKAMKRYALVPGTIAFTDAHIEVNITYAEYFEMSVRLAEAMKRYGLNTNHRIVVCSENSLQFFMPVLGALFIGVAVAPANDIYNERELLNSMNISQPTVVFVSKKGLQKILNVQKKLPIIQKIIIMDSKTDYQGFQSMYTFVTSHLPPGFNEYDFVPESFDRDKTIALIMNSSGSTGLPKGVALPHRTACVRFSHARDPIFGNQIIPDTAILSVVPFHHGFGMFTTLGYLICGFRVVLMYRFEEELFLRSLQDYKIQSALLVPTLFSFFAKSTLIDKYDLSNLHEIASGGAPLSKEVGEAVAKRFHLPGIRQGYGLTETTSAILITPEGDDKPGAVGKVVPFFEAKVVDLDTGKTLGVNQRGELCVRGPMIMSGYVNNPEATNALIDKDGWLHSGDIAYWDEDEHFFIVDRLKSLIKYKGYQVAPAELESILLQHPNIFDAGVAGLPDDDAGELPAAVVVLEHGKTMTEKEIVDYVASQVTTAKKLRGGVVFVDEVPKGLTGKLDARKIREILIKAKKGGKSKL
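Purified P. pyralis luciferase, 10 nM final, with Km-level 10 uM D-luciferin and 10 uM ATP in 50 mM Tris acetate pH 7.5, 10 mM Mg acetate, 0.01% Tween-20, 0.05% BSA; 6-point qHTS titration about 60 µM downward; luminescence read.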
* = called active by the depositor; ? = inconclusive; . = not tested or not shown; ! = not confirmed by another sample; [ ] = dose if it differs, or a comment. Unless noted, calls come from the whole dose curve; as a rule, active = well fitted curve in the direction sought with a large enough effect; inconclusive = small, poorly fitted or top-dose-only effect, or another doubt; inactive = no such curve, though single readings can be large; an effect the other way counts as inactive or inconclusive.

Short forms – A = Coupling enz; B = KCNH2 3.1 block; C = Gal4-VP16 FLuc; D = NPC1 prom act; E = Rab9 prom act; F = Giardia kill; G = uPA generation; H = RORg inh; I = Tb PFK block; J = ELG1 genotox; K = FLuc counter
1	O=C(C1=C(O)C(=O)N(CCc2ccccc2)C1c1cccs1)c1ccco1 (centres undefined)
  A: 7 | B: -124* | C: -3% | D: 0% | E: 0% | F: -8 | G: -4% | H: -2% | I: -6% | J: -1% | K: ?

2	Cc1cc(C)nc(NC(=O)Cc2cccs2)n1
  A: 4 | B: -1 | C: 4% | D: 1% | E: -7% | F: 2 | G: 3% | H: 38% | I: -1% | J: 3% | K: 1%

3	Cc1occc1C(=O)N1CCN(c2ccc(Cl)c(Cl)c2)CC1
  A: 2 | B: 7 | C: 5%[0.365 µM] | D: 1% | E: -13% | F: -2 | G: -9% | H: 10% | I: -18% | J: 19% | K: -1%

4	COC(=O)c1ccccc1CSc1nsc(/C=C/N(C)C)c1C#N
  A: -6 | B: -3 | C: 1% | D: 2% | E: -5%[1.84 µM] | F: 2 | G: -2% | H: 9% | I: -10% | J: -4% | K: -11%

5	O=C(O)C(Cc1ccc(O)cc1)N1C(=O)c2ccccc2C1=O (centres undefined)
  A: 4 | B: 20 | C: -2% | D: -6% | E: 1% | F: -11 | G: 9% | H: -8% | I: -4% | J: 0% | K: 3%

6	CSc1ccc(CCNC(=O)CCc2nnc3ccc(N4CCC5(CC4)OCCO5)nn23)cc1
  A: 0 | B: 21 | C: -9% | D: -2% | E: 1% | F: 17 | G: -6% | H: 28% | I: -17% | J: -4% | K: -8%

7	COc1ccc(C(=O)Nc2cccc3cccnc23)cc1OC
  A: 0 | B: -9 | C: -6% | D: 15% | E: -6% | F: 4 | G: . | H: 34% | I: 2% | J: 1% | K: 21µM*

8	Cc1ccc(OC(C)C(=O)Nc2ccc3c(c2)n(C)c(=O)n3C)c(C)c1 (centres undefined)
  A: 3 | B: -10 | C: 30% | D: 4% | E: 1% | F: -12 | G: 1% | H: ? | I: -1% | J: 0% | K: 6%

9	CC(C)C1N(c2ccccc2)C(N)=C(C#N)C1(C#N)C#N (centres undefined)
  A: -1 | B: 15 | C: 0% | D: -3% | E: -4% | F: 19 | G: -2% | H: 10% | I: 2% | J: -2% | K: 2%

10	O=C(OCc1cccc([N+](=O)[O-])c1)c1cc2ccccc2oc1=O
  A: 0 | B: -7 | C: 1% | D: -3% | E: -12% | F: -3 | G: 6% | H: 5% | I: 2% | J: 5% | K: -2%

11	O=C(Nc1ccccc1)C1=C[C@@H](c2ccccc2)C[C@@H](OCc2ccc(CO)cc2)O1
  A: -1 | B: . | C: -1% | D: 2% | E: 14% | F: -11 | G: -8% | H: ? | I: 2% | J: 12% | K: ?

12	COc1cc(/C=C(\NC(C)=O)C(=O)Nc2cccc(O)c2)ccc1OC(C)=O
  A: -2 | B: -6 | C: 5% | D: 6% | E: 2% | F: 15 | G: -6% | H: 26% | I: -2% | J: 4% | K: -16%

13	CC(=O)c1c(C)[nH]c(C(=O)CN2C(=O)NC(C)(CCC(C)C)C2=O)c1C (centres undefined)
  A: 0 | B: 8 | C: -3% | D: -1% | E: -2% | F: 12 | G: 3% | H: 12% | I: 3% | J: -6% | K: 0%

14	CCC(CC)C(=O)Nc1nnc(S(=O)(=O)N2c3ccccc3CC2C)s1 (centres undefined)
  A: 3 | B: -5 | C: -15% | D: -2% | E: 0% | F: 5 | G: -5% | H: -7% | I: 0% | J: -5% | K: 17µM*!

15	O=S1(=O)CCC(NC(=S)NCCNC(=S)NC2CCS(=O)(=O)C2)C1 (centres undefined)
  A: -1 | B: 1 | C: 0% | D: 0% | E: 2% | F: 7 | G: 4% | H: -16% | I: 0% | J: -2% | K: 0%

Record cards (already shown).
Results for `COC(=O)c1ccccc1CSc1nsc(/C=C/N(C)C)c1C#N` = Coupling enz = -6; KCNH2 3.1 block = -3; Gal4-VP16 FLuc = 1%; NPC1 prom act = 2%; Rab9 prom act = -5%[1.84 µM]; Giardia kill = 2; uPA generation = -2%; RORg inh = 9%; Tb PFK block = -10%; ELG1 genotox = -4%; FLuc counter = -11%
Results for `O=C(Nc1ccccc1)C1=C[C@@H](c2ccccc2)C[C@@H](OCc2ccc(CO)cc2)O1` = Coupling enz = -1; KCNH2 3.1 block = .; Gal4-VP16 FLuc = -1%; NPC1 prom act = 2%; Rab9 prom act = 14%; Giardia kill = -11; uPA generation = -8%; RORg inh = ?; Tb PFK block = 2%; ELG1 genotox = 12%; FLuc counter = ?

Further entries
Short forms – A = Coupling enz; B = KCNH2 3.1 block; C = Gal4-VP16 FLuc; D = NPC1 prom act; E = Rab9 prom act; F = Giardia kill; G = uPA generation; H = RORg inh; I = Tb PFK block; J = ELG1 genotox; K = FLuc counter
16	O=C(O)c1nn(-c2ccccc2-c2n[nH]c(=O)[nH]c2=O)c(=O)[nH]c1=O
  A: -6 | B: . | C: -5% | D: 1% | E: -5% | F: . | G: . | H: -20% | I: -1% | J: 0% | K: -3%

17	O=C(Nc1ccccc1)c1cc2n(n1)C(C(F)(F)F)CC(C1CC1)N2 (centres undefined)
  A: 0 | B: -2 | C: 1% | D: 2.8µM* | E: 1.8µM* | F: 4 | G: -4% | H: 29% | I: -9% | J: ? | K: -17%

18	c1ccc(CN2CCC(N3CCN(Cc4ccc5c(c4)OCO5)CC3)CC2)cc1
  A: 3 | B: -8 | C: 4% | D: -9% | E: -13% | F: -10 | G: -2% | H: 9% | I: 1% | J: -10% | K: 0%

19	CCN(CC(=O)NC(c1ccccc1)c1ccccc1)Cc1nc2ccccc2c(=O)[nH]1
  A: 1 | B: -21 | C: 11µM* | D: 1% | E: 0% | F: -2 | G: 0% | H: 2.5µM* | I: 13% | J: -5% | K: 1%

20	CCCc1cc(=O)oc2cc(C)cc(OCC(=O)Nc3ccc(CN4CCOCC4)cc3)c12
  A: . | B: 3 | C: -24% | D: 1% | E: -4% | F: -19 | G: -5% | H: 32% | I: -5% | J: -17% | K: -3%

21	COc1ccc(C(=O)/C=C/c2cn(CN3CCN(C)CC3)c3ccccc23)cc1
  A: -7 | B: 11 | C: 14% | D: 21% | E: 27% | F: -2 | G: . | H: 10% | I: 2% | J: ? | K: 6µM*

22	COc1cc(C(=O)NCc2cccs2)ccc1OCc1c(C)noc1C
  A: . | B: 0 | C: . | D: . | E: . | F: -22 | G: 0% | H: . | I: 0% | J: 12% | K: .

23	Nn1cc(-c2ccccc2)nc1SCC(=O)N1CCN(S(=O)(=O)c2ccc(Cl)cc2)CC1
  A: -5 | B: 11 | C: -2% | D: 5% | E: -2% | F: -6 | G: -2% | H: 35% | I: 1% | J: -5% | K: -1%

24	COCCn1c(SCc2c(F)cccc2Cl)nc2c1c(=O)[nH]c(=O)n2C
  A: 6 | B: 1 | C: 0% | D: -5% | E: -9% | F: 11 | G: -6% | H: 20% | I: 4% | J: 11% | K: -1%

25	O=C(COC(=O)C12CC3CC(CC(C3)C1)C2)Nc1nc2c(F)c(F)c(F)cc2s1
  A: -1 | B: -18 | C: -12% | D: -3% | E: 0% | F: 9 | G: -3% | H: ? | I: 8% | J: -6% | K: -4%

26	O=C(Cc1nc2ccccc2[nH]1)c1ccc(Br)cc1
  A: -1 | B: -15 | C: ? | D: 29% | E: ? | F: -13 | G: 1% | H: 0% | I: 0% | J: 9% | K: 21µM*

27	O=C(NC1CCN(c2ncccn2)CC1)c1c(F)cccc1F
  A: 6 | B: 15 | C: 3% | D: 5% | E: 2% | F: 2 | G: 4% | H: -4% | I: 16% | J: . | K: 4%

28	COc1ccc(N2C(=S)N=C(Nc3cccc(C)c3)C23CCCCC3)cc1
  A: 2 | B: -1 | C: 6.3µM* | D: 0% | E: -3% | F: -11 | G: -4% | H: 2.2µM* | I: 0% | J: 1% | K: 7%

29	CCN(CC)CCN(C(=O)C1=COCCO1)c1nc2cc(C)cc(C)c2s1
  A: -1 | B: 2 | C: -19% | D: 1% | E: -4% | F: 20 | G: 7% | H: -18% | I: 0% | J: -6% | K: 5%

30	CN1CCN(S(=O)(=O)c2cccc(C(=O)Nc3ccccc3N3CCCCC3)c2)CC1
  A: . | B: -1 | C: . | D: -1% | E: -3% | F: 0 | G: -3% | H: . | I: -2% | J: -1% | K: 1%

31	COc1ccc(NS(=O)(=O)c2cccc(-c3nnc4n3CCCCC4)c2)cc1
  A: -1 | B: -10 | C: 9% | D: 8% | E: 1% | F: 10 | G: 2% | H: ? | I: 2% | J: -2% | K: 1%

32	CC(=O)c1cccc(NC(=O)Nc2ccc(C(=O)N3CCCC3)cc2)c1
  A: -1 | B: -11 | C: ? | D: 26% | E: 13% | F: -10 | G: -7% | H: ? | I: 0% | J: -19% | K: 6.7µM*

33	O=C(Nc1ccccc1F)C1CCN(C(=O)Cc2ccccc2)CC1
  A: 6 | B: -1 | C: -3% | D: -2% | E: 1% | F: 8 | G: 0% | H: -19% | I: -3% | J: 6% | K: 0%

High-throughput results as filed in PubChem.
